Compound activity from PubChem.
D2 ag = activates the human D2 dopamine receptor | P14416 | HEK293 T-REx D2 cells, calcium flux agonist mode | activation, % at 2 µM | 340,000 tested, 0.53% active | AID 485358;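 active = activation over 3 SD above normal in the single-dose calcium agonist read, cut at about 30% in these data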; also: 0% is about no effect
Target sequence (P14416 whole entry, looked up): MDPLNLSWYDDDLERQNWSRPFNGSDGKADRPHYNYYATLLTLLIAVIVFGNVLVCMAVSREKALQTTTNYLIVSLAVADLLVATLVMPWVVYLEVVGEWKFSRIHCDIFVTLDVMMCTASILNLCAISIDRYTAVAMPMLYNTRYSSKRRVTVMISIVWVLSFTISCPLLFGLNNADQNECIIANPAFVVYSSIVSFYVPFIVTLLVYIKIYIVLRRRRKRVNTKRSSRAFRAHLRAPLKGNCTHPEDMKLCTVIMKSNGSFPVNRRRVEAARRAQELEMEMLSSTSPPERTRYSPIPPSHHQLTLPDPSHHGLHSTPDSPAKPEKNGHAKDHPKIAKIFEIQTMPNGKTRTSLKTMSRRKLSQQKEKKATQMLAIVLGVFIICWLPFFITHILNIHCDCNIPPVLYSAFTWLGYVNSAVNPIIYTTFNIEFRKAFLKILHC
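Agonism is scored from calcium flux in a force-coupled, inducible HEK293 cell line expressing D2, read kinetically for 180 s after compound addition against dopamine controls.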
D2 antag = D2 dopamine receptor (human) antagonism. P14416. HEK293 TREx D2 cells, calcium flux, dopamine EC80. inhibition, % at 10 µM. 340,000 tested, 2% active. AID 485344; in the data active = inhibition above about 30%; also: 0% is about no effect
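Calcium mobilization kinetics were recorded at 1 s intervals in tetracycline-induced HEK293 T-REx D2 cells, first for 180 s after compound addition and then 180 s after EC80 dopamine.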
IDH1 R132H inh = inhibitors of human mutant IDH1 R132H; Potency, µM (titrated, usually from 76.6 µM), without a hit: top-dose activity change, negative = inhibition, most hits filed as inhibitors; IDH1-R132H enzyme, NADPH consumption, diaphorase/resazurin fluorescence; O75874; 390,000 tested, 0.093% active; also: potency is read from the fitted curve at half-maximal effect; % is scaled to controls: 0 for no effect and ±100 for the full control effect; nearly all actives have a fitted effect of over 65% in size
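IDH1-R132H (0.5 ug/mL dispensed) in pH 7.5 Tris buffer was preincubated 30 min with compound, then given a substrate mix of 0.016 mM NADPH and 2 mM alpha-KG for 80 min at room temperature; remaining NADPH was read by diaphorase/resazurin fluorescence.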
PI4K2A inh = PI4K2A (human) kinase inhibition | Q9BTU6 | purified PI4K2A, ADP-Glo luminescence, 1 h; active compounds read low | activity change, negative = inhibition, % at 76.9 µM | 420,000 tested, 0.13% active; in the data active = activity change below about -50%; inconclusive = mostly about -30% to -49%;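 also: -100% = wells without enzyme as full effect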
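ADP-Glo luminescence measured ADP generated by PI4K2A enzyme (4 ug/mL before mixing) with 1.2 mM PI substrate (pre-mix) and 300 microM ATP (pre-mix). Tris pH7.5 buffer with MgCl2, Triton X-100; 1 h reaction at ambient temperature.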
TrxR1 inh = inhibitors of rat thioredoxin reductase 1. 390,000 tested, 1% active. Potency, µM (series often up to 114 µM), for the others: top-dose activity change, negative = inhibition, most hits filed as inhibitors. recombinant rTrxR1, NADPH fluorescence consumption, selenite substrate; also: potency is read from the fitted curve at half-maximal effect; % is scaled to controls: 0 for no effect and ±100 for the full control effect; nearly all actives have a fitted effect of over 65% in size
Target sequence (O89049 whole entry, looked up): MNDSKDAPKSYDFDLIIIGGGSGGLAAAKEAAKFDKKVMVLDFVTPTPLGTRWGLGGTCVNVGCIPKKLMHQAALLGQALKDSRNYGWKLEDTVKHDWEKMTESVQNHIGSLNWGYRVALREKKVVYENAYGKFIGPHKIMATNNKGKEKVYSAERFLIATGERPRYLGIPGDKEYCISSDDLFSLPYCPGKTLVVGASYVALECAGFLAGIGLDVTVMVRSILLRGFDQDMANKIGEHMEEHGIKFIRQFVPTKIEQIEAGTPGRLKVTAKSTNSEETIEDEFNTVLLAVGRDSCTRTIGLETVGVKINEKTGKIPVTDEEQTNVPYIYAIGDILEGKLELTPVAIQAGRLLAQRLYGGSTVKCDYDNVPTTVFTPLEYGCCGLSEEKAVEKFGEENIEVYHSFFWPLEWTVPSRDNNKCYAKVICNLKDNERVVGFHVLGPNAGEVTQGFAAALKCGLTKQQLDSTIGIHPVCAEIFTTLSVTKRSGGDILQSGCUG
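Rat TrxR1 (90 nM in the dispensed reagent) was pre-reduced with 400 uM NADPH for 5 min at room temperature, then incubated with compound for 15 min. After 400 uM selenite was added, NADPH fluorescence (Ex 340/Em 450 nm) was followed for 8 min.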
TRHR ag = agonists of human TRH receptor; TRHR cells, calcium flux fluo-8, FDSS agonist mode; activation, % at 2 µM; AID 493084; 360,000 tested, 0.18% active; in the data active = activation above about 30%; also: 0% is about no effect
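Steps: seed TRHR cells overnight; add fluo-8 no-wash Ca dye, RT 30 min–1.5 h; record 10 s baseline; pin-transfer compounds; monitor fluorescence 1 cycle/s for the agonist window. Calcium increases flag candidate agonists.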
USP1 inh = inhibitors of human USP1/UAF1 deubiquitinase | O94782 | recombinant USP1/UAF1, Ub-Rhodamine cleavage fluorescence | Potency, µM (titrated, usually from 57.1 µM), inactives show at the top dose activity change, negative = inhibition, usual class: inhibitors | 390,000 tested, 0.23% active; also: potency is read from the fitted curve at half-maximal effect; % is scaled to controls: 0 for no effect and ±100 for the full control effect; nearly all actives have a fitted effect of over 60% in size; inactives centre near -12
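Step one: compound is pinned into 1nM USP1/UAF1 in HEPES pH 7.8 buffer with TCEP. Step two: 15 min room-temperature incubation. Step three: Ub-Rho (150nM final) starts cleavage, tracked by fluorescence over six one-minute reads.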
TrxR1 substrate = is turned over as a substrate by rat TrxR1; Potency, µM (top dose mostly 114 µM), inactives show at the highest dose activity change, negative = substrate turnover; purified TrxR1 substrate turnover, NADPH consumption readout; AID 588456; O89049; 390,000 tested, 0.01% active; also: potency is read from the fitted curve at half-maximal effect; % is scaled to controls: 0 for no effect and ±100 for the full control effect; nearly all actives have a fitted effect of over 50% in size
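Rat TrxR1, dispensed at 90 nM, was prereduced with 400 uM NADPH (final) for 5 min at ~22 deg C, then incubated with compound 15 min before 400 uM selenite. A first-read NADPH fluorescence drop versus no-compound background flagged substrates.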
TRHR enhancer = allosterically enhances the human TRH receptor. AID 493056. 360,000 tested, 0.66% active. TRHR cells, fluo-8 calcium fluorescence, EC20 TRH enhancement. P34981. enhancement, % at 2 µM; in the data active = enhancement above about 30%; also: 0% is about no effect
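Enhancer read-out: after compound pinning and an initial kinetic agonist-mode read, an EC20 of TRH (10 nM final) was injected and fluo-8 calcium signal (Ex 480/Em 530) followed at 1 s/cycle for 100 cycles in TRHR-expressing cells.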
* = called active by the depositor; ? = inconclusive; nt = not tested or not shown; [ ] = remark or other dose. Unless noted, calls follow the shape of the dose curve; as a rule, active = well fitted inhibition curve with a large enough effect; inconclusive = small, poorly fitted or top-dose-only effect; inactive = no such curve, though single readings can be large or run the other way.

Values in the order: D2 ag | D2 antag | IDH1 R132H inh | PI4K2A inh | TrxR1 inh | TRHR ag | USP1 inh | TrxR1 substrate | TRHR enhancer
CSc1cccc(NC(=O)CNC(=O)c2ccc3c(c2)OCO3)c1
→ 0.7 | -4 | 4% | 4 | -7% | -0.2 | -14% | -7% | 4
Cc1ccc(C(=O)C(OC(=O)CN2C(=O)c3ccccc3C2=O)c2ccccc2)cc1C (centres undefined)
→ -0.4 | -15 | 6% | 0 | 18% | -0.6 | -17% | 3% | 2
COc1cc(C)c(Br)cc1S(=O)(=O)N1CCOCC1
→ 0.8 | 0 | 6% | -4 | 11%[57.1 µM] | 1.1 | ? | -9%[57.1 µM] | -5
CCN(CC)CCOC(=O)c1ccc(NC(=O)c2cc3c(s2)-c2ccccc2OC3)cc1
→ 0.8 | nt | 7% | -1 | 3% | 0.7 | -5% | 152%[activator] | -1
COc1cccc(CNC(=O)c2ccccc2NC(=O)C2=C(C)OCCS2)c1
→ -2.3 | -5 | 5% | -7 | 16% | 0.2 | -21% | ? | -5
CC(C)OCCCNC(=O)c1ccc2c(c1)ncn2C1CCCC1
→ -0.5 | 6 | -4% | -4 | 8% | -0.5 | 9% | -6% | -4
O=C(c1csc2c1CCCC2)N1CCN(c2ccc(F)cc2)CC1
→ -1.0 | -1 | -4% | -7 | -29%[57.1 µM] | -0.6 | 2% | -7%[57.1 µM] | 1
O=C(Nc1ccccc1)c1ccccc1C(=O)N1CCCCC1
→ 0.4 | -20 | 0% | 3 | 23%[0.0914 µM] | 0.0 | -4% | 0%[57.1 µM] | 6
CN(C)[C@@H]1CCC[C@H]1OC(=O)C(c1ccccc1)c1ccccc1
→ -0.1 | 47* | 1% | 1 | 14% | 0.0 | -11% | 5% | -7
O=C(Nc1ccccc1O)/C(=C\c1ccccc1)NC(=O)c1ccccc1
→ 0.1 | 2 | -11% | -1 | 17% | 0.7 | 6% | -5% | 2
O=C(CC12CC3CC(CC(Br)(C3)C1)C2)Nc1cccc(S(=O)(=O)NC2=NCCC2)c1
→ 0.1 | 4 | 24% | -6 | 18% | -0.2 | -7% | -4% | -1
C/C(=N\NC(=O)c1cccc([N+](=O)[O-])c1)c1cccc(NC(=O)C2CC2)c1
→ -0.5 | 7 | 2% | 4 | 0%[57.1 µM] | -1.4 | -4% | 5%[57.1 µM] | -1
Cc1cc(C)cc(NC(=O)CN2C(=O)CSc3ccc(S(=O)(=O)N(C)C)cc32)c1
→ 0.2 | nt | 1% | -2 | -14%[57.1 µM] | 1.5 | -19% | -11%[57.1 µM] | 6
O=C(Oc1c(Br)cc(C(=S)N2CCOCC2)cc1Br)c1ccc(Cl)cc1
→ 0.0 | 16 | 2% | -6 | -4% | 0.5 | -2% | -3% | -4
COC(=O)c1ccc(CSc2nnc(Nc3ccc(OC)cc3)s2)o1
→ 0.4 | -17 | 7% | 3 | -8%[57.1 µM] | -0.6 | -3% | -5%[57.1 µM] | -2
Cc1cc(C)n2c(SCC(=O)N(CC(C)C)c3c(N)n(CC(C)C)c(=O)[nH]c3=O)nnc2n1
→ -0.1 | 1 | 7% | -4 | 13%[57.1 µM] | 0.5 | -17% | 9% | -7
COc1ccc(-c2nnc(SCC(=O)c3ccc(C)o3)o2)cc1
→ 0.5 | 7 | 15% | 0 | -11% | -0.3 | -9% | -7% | 0
CCOC(=O)C1=C(C)NC(=O)NC1c1ccc(C)o1 (centres undefined)
→ -1.6 | 6 | -3% | 0 | -5% | -0.6 | ? | -3% | 4
CCn1nc(C(=O)NNC(=O)c2ccccc2)c2ccccc2c1=O
→ -0.2 | 9 | 4% | 1 | 9% | -0.1 | -7% | -3% | 2
C=CCc1ccccc1OCC(=O)NNC(=S)NCc1ccccc1
→ 0.2 | -4 | 8% | 6 | 6% | -0.2 | -11% | 3% | -1

One compound at a time, as listed above. Order of values: D2 ag, D2 antag, IDH1 R132H inh, PI4K2A inh, TrxR1 inh, TRHR ag, USP1 inh, TrxR1 substrate, TRHR enhancer
`C=CCc1ccccc1OCC(=O)NNC(=S)NCc1ccccc1` is listed with 0.2, -4, 8%, 6, 6%, -0.2, -11%, 3%, -1
`Cc1cc(C)n2c(SCC(=O)N(CC(C)C)c3c(N)n(CC(C)C)c(=O)[nH]c3=O)nnc2n1` is listed with -0.1, 1, 7%, -4, 13%[57.1 µM], 0.5, -17%, 9%, -7
`Cc1cc(C)cc(NC(=O)CN2C(=O)CSc3ccc(S(=O)(=O)N(C)C)cc32)c1` is listed with 0.2, nt, 1%, -2, -14%[57.1 µM], 1.5, -19%, -11%[57.1 µM], 6

Continued.
Values in the order: D2 ag | D2 antag | IDH1 R132H inh | PI4K2A inh | TrxR1 inh | TRHR ag | USP1 inh | TrxR1 substrate | TRHR enhancer
c1ccc(-c2nc(CSc3nnc(-c4cccs4)o3)cs2)cc1
→ 0.3 | 9 | 0% | -1 | -16% | 0.6 | -8% | -15% | -4
COc1ccccc1N(C(=O)NCc1ccccc1)C1=NCC(C)S1 (centres undefined)
→ -1.6 | 20 | -3% | -1 | 9%[57.1 µM] | 0.0 | -22% | 2%[57.1 µM] | 3
O=C(Nc1cnn(Cc2ccccc2)c1)c1cc2nc(-c3ccco3)cc(C(F)(F)F)n2n1
→ 0.1 | 11 | 9% | 2 | -16% | -0.4 | -9% | 4% | -5
O=C(COC(=O)CCC(=O)c1ccc(F)cc1)NCc1ccc(Cl)cc1
→ nt | nt | -6% | 2 | 1%[2.29 µM] | nt | -21% | 10%[57.1 µM] | nt
Cc1ccc(-c2cc(-c3ccccc3)no2)c(O)c1
→ 0.4 | 2 | 3% | -12 | -10% | 1.2 | -16% | -5% | 5
CSc1ncc(C(=O)Nc2ccc(C(C)=O)cc2)c(C)n1
→ 0.6 | -20 | -5% | -6 | -5% | 0.7 | -11% | -8% | 1
Cc1cccc(C(=O)Nc2cccc(-c3cnc4ccccc4n3)c2)c1
→ 0.1 | -7 | -2% | 2 | 6%[57.1 µM] | 0.2 | -1% | 6%[57.1 µM] | -3
Nc1nonc1-n1nnc(C(=O)N/N=C/c2ccc(F)cc2)c1-c1cccs1
→ 1.6 | -2 | -6% | -5 | 24% | -0.8 | -13% | -3% | -1
Cc1nc(P(=O)(c2ccccc2)c2ccccc2)c(N2CCOCC2)o1
→ 0.7 | -21 | 5% | -8 | 34%[57.1 µM] | 0.1 | -5% | 3%[57.1 µM] | 1
COc1cc(CNCCSc2nnnn2C)cc(Br)c1OCc1ccccc1F
→ 0.8 | 13 | 3% | -15 | -1% | -1.1 | 2% | -10% | -3

Some entries already given, reduced to PI4K2A inh.
structure,PI4K2A inh
COc1ccccc1N(C(=O)NCc1ccccc1)C1=NCC(C)S1 (centres undefined),-1
O=C(Nc1cnn(Cc2ccccc2)c1)c1cc2nc(-c3ccco3)cc(C(F)(F)F)n2n1,2

Additional results.
canonical_smiles,D2 ag,D2 antag,IDH1 R132H inh,PI4K2A inh,TrxR1 inh,TRHR ag,USP1 inh,TrxR1 substrate,TRHR enhancer
Cc1ccccc1Cn1cccc1/C=C1/C(=N)N2C=CSC2=NC1=O,0.0,-21,5%,2,0%,0.1,32%[activator],-2%,0
O=C(c1cccs1)N1CCCc2cc(NS(=O)(=O)c3ccc(F)cc3)ccc21,-2.6,nt,18%,-1,10%[57.1 µM],-0.7,1%,4%[57.1 µM],4
Cc1ccc(C(=O)NCCCN2CCOCC2)cc1S(=O)(=O)N1CCCCC1,-0.2,-2,4%,-3,14%,0.1,-15%,5%,0
NC(=O)c1nn(CC(=O)Nc2ccc3c(c2)OCO3)cc1[N+](=O)[O-],0.5,1,7%,-8,15%[57.1 µM],-0.1,-3%,7%[57.1 µM],-1
N#Cc1c(N)nc2c(c1-c1ccncc1)CCCC2,0.6,17,8%,8,1%,-2.1,-13%,23%,-8
Cc1ccc(CNC(=O)c2c[nH]c3ccc(S(=O)(=O)N4CCOCC4)cc3c2=O)cc1,0.6,nt,-3%,3,-15%[57.1 µM],0.6,-15%,-13%[57.1 µM],-3
Cc1ccccc1OCC(O)CNC1CCCC1 (centres undefined),0.9,-3,3%,0,3%[57.1 µM],1.1,-7%,-11%,1
COC(=O)NNC(=O)C12CC3CC(CC(C3)C1)C2,-1.1,-4,10%,-3,-14%,-0.4,0%,-10%,23
COc1cc(-c2nc3ccccn3c2Nc2ccccc2C)ccc1O,nt,nt,-6%,4,-5%,1.2,-1%,134%[activator],4
CCOc1cc(C(c2c(C)[nH][nH]c2=O)c2c(C)[nH][nH]c2=O)ccc1OS(=O)(=O)c1ccc(C)cc1,0.0,11,8%,-3,-11%,-0.3,-26%,-14%,5
CCOC(=O)c1ccc(NC(=O)CSc2nnc(CNc3ccc(OC)cc3)n2C)cc1,0.1,5,15%,-2,8%,-2.5,-8%,12%,1
CCC(=O)NNC(=O)c1c(O)c2ccccc2[nH]c1=O,2.8,-4,-4%,26,32%,-0.1,-27%,8%,-2
COc1c(F)c(F)c(C(=O)O)c(Nc2ccccc2C)c1F,0.1,7,0%,-5,18%,-0.2,-1%,-1%,4
COc1cc2ccccc2cc1C(=O)Nc1nc(C)c(C(C)=O)s1,1.2,-22,3%,-3,26%,0.7,-10%,6%,6
